CRFR2-BP ag: agonists of human CRF-binding protein/CRF-R2 receptor complex. activation, % at 13.2 µM. 350,000 tested, 0.46% active. AID 588473. HEK293 CRF-R2/CRF-BP, calcium dye fluorescence (FLIPR); percent of saturating CRF peptide response;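 active = activation of at least 50%, plus an integration ratio under a set limit after plate pattern correction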;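 note: plate controls were neutral control wells without compound for no effect and CRF at EC100 for full effect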
CRFR2-BP antag: CRF-BP/CRF-R2 complex antagonism. AID 588475. HEK293 CRF-R2/CRF-BP, CRF-induced calcium fluorescence. inhibition, % at 11.8 µM. 350,000 tested, 0.59% active;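 active = inhibition of the ligand-induced calcium signal above about 50% at the single tested concentration, limit read from the data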
CHRM4 agonist: agonists of human muscarinic M4 receptor (CHRM4); AID 624127; 360,000 tested, 0.14% active; P08173; activation, % at 3 µM; CHO-K1 hM4/Gqi5, Fluo-8 calcium fluorescence; vehicle 0%, full acetylcholine response 100%;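 active = activation above the run mean over all test wells plus 3 SD, cut at about 32% in these data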;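 note: peak over basal fluorescence ratio per well then scaled between controls; 0% = DMSO wells and 100% = acetylcholine at EC100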
Target sequence (P08173 whole entry, looked up): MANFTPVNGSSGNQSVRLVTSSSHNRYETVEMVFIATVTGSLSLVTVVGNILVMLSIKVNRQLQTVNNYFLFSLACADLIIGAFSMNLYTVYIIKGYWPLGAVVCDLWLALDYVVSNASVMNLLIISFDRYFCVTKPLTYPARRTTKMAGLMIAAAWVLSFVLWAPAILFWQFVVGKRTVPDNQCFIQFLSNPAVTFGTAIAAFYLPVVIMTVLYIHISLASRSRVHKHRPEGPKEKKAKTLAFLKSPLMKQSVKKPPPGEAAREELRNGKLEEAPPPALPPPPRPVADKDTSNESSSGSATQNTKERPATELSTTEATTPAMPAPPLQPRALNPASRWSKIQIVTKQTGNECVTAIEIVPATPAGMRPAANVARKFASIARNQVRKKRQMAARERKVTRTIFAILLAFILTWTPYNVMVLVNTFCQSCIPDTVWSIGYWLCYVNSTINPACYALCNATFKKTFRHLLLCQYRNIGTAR
M1 PAM: human CHRM1 positive allosteric modulation. P11229. CHO-K1 hM1, Fluo-8 calcium fluorescence, ACh EC20; 0% = ACh EC20, 100% = maximal ACh. activation, % at 3 µM. 360,000 tested, 0.088% active. AID 588819; in the data active = activation above about 19%, passing the limit was not always enough
Target sequence (P11229 whole entry, looked up): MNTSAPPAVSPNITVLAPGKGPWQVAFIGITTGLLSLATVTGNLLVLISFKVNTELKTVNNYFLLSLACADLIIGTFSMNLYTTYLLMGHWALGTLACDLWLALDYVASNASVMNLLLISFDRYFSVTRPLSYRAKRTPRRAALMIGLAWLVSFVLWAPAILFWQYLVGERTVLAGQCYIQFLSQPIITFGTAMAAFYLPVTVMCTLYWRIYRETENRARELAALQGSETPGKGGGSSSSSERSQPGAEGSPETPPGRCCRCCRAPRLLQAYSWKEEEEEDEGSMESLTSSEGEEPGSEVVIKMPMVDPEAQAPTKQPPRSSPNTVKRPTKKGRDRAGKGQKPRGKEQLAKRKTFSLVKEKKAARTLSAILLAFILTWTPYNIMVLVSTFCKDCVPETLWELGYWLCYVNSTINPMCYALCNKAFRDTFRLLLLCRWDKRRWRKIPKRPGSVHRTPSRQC
CHRM4 PAM: CHRM4 positive allosteric modulation. P08173. CHO-K1 hM4/Gqi5, Fluo-8 calcium fluorescence, ACh EC20; 0% = ACh EC20, 100% = maximal ACh. activation, % at 3 µM. 360,000 tested, 0.4% active. AID 624126;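 active = activation above its plate's cutoff, the mean activation of sample wells plus 3 SD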; note: some results filed as inactive read as strong as hits
M5 antag: antagonists of human muscarinic M5 receptor (CHRM5); P08912; CHO-hM5 cells, Fluo-8 calcium fluorescence, ACh EC80; inhibition, % at 3 µM; 360,000 tested, 0.59% active; AID 624040;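 active = inhibition above a per-plate cutoff, the mean of that plate's test compounds plus 3 SD, cut at about 27% in these data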;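 note: 0% = acetylcholine EC80 with DMSO and 100% = DMSO without agonist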
CHRM4 antagonist: antagonists of human muscarinic M4 receptor (CHRM4); inhibition, % at 3 µM; CHO-hM4 cells, ACh EC80, Fluo-8 calcium fluorescence; AID 624125; 360,000 tested, 0.73% active;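 active = inhibition above its plate's cutoff, the mean inhibition of sample wells plus 3 SD, cut at about 27% in these data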;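 note: 0% = acetylcholine EC80 with DMSO and 100% = DMSO without agonist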
CHRM5 PAM: positive allosteric modulators of human muscarinic M5 receptor; 360,000 tested, 0.3% active; P08912; activation, % at 3 µM; CHO-K1 hM5, Fluo-8 calcium, ACh EC20 PAM; 0% = ACh EC20, 100% = ACh EC100; AID 624038;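 active = activation above the run cutoff, the mean activation of all test compounds plus 3 SD, cut at about 18% in these data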
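System – CHO-K1 hM5 cells · Compound – 3 µM, single dose · Incubation – compound preincubation 140 s before EC20 acetylcholine addition · Technique – Fluo-8 calcium fluorescence · Measure – Max/basal fluorescence ratio as % of EC20–EC100 ACh window · Benchmarks – low control EC20 acetylcholine (0%), high control EC100 acetylcholine (100%) · Replication – singlicate, one well per test compound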
CHRM5 agonist: agonists of human muscarinic M5 receptor (CHRM5); AID 624037; P08912; 360,000 tested, 0.19% active; CHO-K1 hM5 cells, Fluo-8 calcium fluorescence; 0% DMSO wells, 100% maximal acetylcholine response; activation, % at 3 µM;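 active = activation above the run's mean over test compounds plus 3 SD, cut at about 23% in these data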;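 note: signal is peak over basal fluorescence ratio across the kinetic read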
* marks the source's active call; other numbers are inactive results; . = no result given.

SMILES | CRFR2-BP ag | CRFR2-BP antag | CHRM4 agonist | M1 PAM | CHRM4 PAM | M5 antag | CHRM4 antagonist | CHRM5 PAM | CHRM5 agonist
COc1ccc(N2CC(C(=O)Nc3ccncc3)CC2=O)cc1 (configuration not stated) | 0.8 | 3 | 1 | 7 | -4 | 3 | 6 | 2 | -3
CCOC(=O)c1cccc(NC(=O)CCCn2c(=O)c3cccn3c3cccnc32)c1 | -1.7 | -2 | -1 | 5 | 1 | -11 | 5 | 0 | -2
CCOc1ncccc1C(=O)Nc1ccc(S(=O)(=O)Nc2nccs2)cc1 | 0.2 | 0 | 1 | 5 | 4 | 13 | 0 | -2 | -5
C=C(C)c1cccc(C(C)(C)NC(=O)Nc2ccc(C(C)=O)cc2)c1 | -0.2 | -7 | 7 | -5 | -5 | 5 | -2 | -10 | 1
C=CCN1C(=O)c2ccccc2Sc2ccc(C(=O)N3CCN(C)CC3)cc21 | 0.0 | -6 | 1 | 0 | 0 | 0 | 4 | 0 | -1
O=C(c1ccc(OC2CCN(Cc3ccccn3)CC2)cc1)N1CCCCO1 | 3.0 | -8 | 0 | 15 | -2 | -3 | -6 | -4 | -4
CCOc1ccc(/C=N/NC(=O)c2cc3c(OC)cccc3[nH]2)cc1 | 0.6 | -2 | 10 | -3 | -7 | 0 | -6 | -4 | 0
COc1ccc(NC(=O)CN(C)CC(=O)NC2CCC(C)CC2)cc1 (configuration not stated) | 0.1 | 28 | 2 | 11 | 14 | -1 | -29 | -7 | -4
CN(C)C(=O)c1ccc(-n2cccn2)nc1 | -3.4 | 10 | 1 | -7 | 7 | 8 | 6 | -13 | -1
O=C(CCN1CCN(c2ccccc2)CC1)NNC(=O)Cc1c(F)cccc1Cl | 0.0 | 8 | 0 | 11 | 2 | 4 | -2 | 4 | 3
COCCN(CCOC)Cc1c(C)[nH]c2ccccc2c1=O | -1.5 | 8 | 0 | 8 | 6 | 5 | 7 | -7 | -4
CSc1ccccc1NC(=O)COc1ccccc1Cl | -0.1 | -17 | -3 | 1 | 13 | -5 | -1 | -2 | -4

Brought forward from above: two entries, followed by the next part.
SMILES | CRFR2-BP ag | CRFR2-BP antag | CHRM4 agonist | M1 PAM | CHRM4 PAM | M5 antag | CHRM4 antagonist | CHRM5 PAM | CHRM5 agonist
COCCN(CCOC)Cc1c(C)[nH]c2ccccc2c1=O | -1.5 | 8 | 0 | 8 | 6 | 5 | 7 | -7 | -4
CSc1ccccc1NC(=O)COc1ccccc1Cl | -0.1 | -17 | -3 | 1 | 13 | -5 | -1 | -2 | -4
CC1(C)Cc2nc(-c3ccccc3)nc(SCC(=O)N3CCCC3)c2CO1 | -1.6 | -4 | 1 | 0 | -12 | 1 | 8 | -6 | 2
CCc1nc2ccc(C(=O)NCc3ccccc3OC)cn2c1N(CC)Cc1cccc(Br)c1 | . | . | -1 | -7 | -10 | 0 | -9 | 1 | 1
COc1cc(C=O)ccc1OCc1c(C)noc1C | -0.5 | -1 | 0 | 10 | -2 | 5 | -4 | 0 | -1
CCC(C)c1ccc(O)c(NC(=O)c2cncc(Br)c2)c1 (configuration not stated) | 0.8 | 1 | 4 | -4 | -4 | 17 | -5 | -11 | -1
O=C(CC1OC(=O)c2ccccc21)Nc1cccc(S(=O)(=O)N2CCCCCC2)c1 (configuration not stated) | 3.1 | -30 | 9 | -1 | -10 | 8 | -3 | -4 | -1
COC(C[C@@H]1O[C@@H]1[C@@H](O)COCc1ccccc1)OC | 2.4 | -9 | 0 | 0 | 2 | -10 | 4 | 4 | 3
Cc1cccc(CSc2nc3c(c(=O)[nH]2)CCC3)c1 | 0.9 | -3 | 0 | -6 | 1 | 2 | 5 | 1 | 2
O=[N+]([O-])c1ccc(N2CCSCC2)cc1O | -3.1 | 29 | 1 | 15 | -2 | -4 | -7 | 1 | -3
Cc1ccccc1-c1cc(-c2ccccc2O)on1 | 0.2 | -19 | -1 | 8 | 9 | -3 | -4 | -2 | 1
CCC(=O)N(C)C[C@H]1Oc2cc(-c3ccccc3F)ccc2S(=O)(=O)N([C@H](C)CO)C[C@H]1C | -0.9 | -4 | 5 | -2 | -4 | 0 | 8 | 5 | 2
O=C(c1cccc(Cl)c1)N1CCCC(C(=O)N2CCCCCC2)C1 (configuration not stated) | 1.6 | 37 | 0 | -19 | -10 | 6 | 10 | -5 | -6
O=C(CSc1nnc(-c2cc3ccccc3cc2O)n1Cc1ccco1)N1CCc2ccccc2C1 | 4.0 | -6 | 6 | 0 | -12 | 7 | -7 | -9 | -4
Cc1noc(C)c1COc1ccccc1C(=O)NC(C)CCc1ccccc1 (configuration not stated) | -0.1 | 6 | 3 | 17 | 10 | 3 | -7 | -5 | 1
CC(C)C(=O)N1N=C2CCCCC2C1(O)C(F)(F)F (configuration not stated) | -0.2 | 14 | 1 | 8 | 7 | 6 | 5 | -2 | 2
CCOC(=O)Cn1nc(/C=C/c2ccccc2)ccc1=O | 20 | 0 | 1 | 2 | 18 | 10 | 9 | -1 | -1
O=C(NCCc1ccc(Cl)cc1)C1CCN(C(=O)N2CCOc3ccccc32)CC1 | -0.2 | 26 | 14 | -16 | -14 | 3 | -4 | -11 | 4
Cc1ccc(C(=O)C2CC2)c(C)c1 | 0.4 | 12 | 1 | 10 | 2 | 7 | -2 | 8 | -1
CC12CCC(=O)N1C(C(=O)Nc1nc3ccc(F)cc3s1)CS2 (configuration not stated) | 0.5 | -6 | 1 | 0 | -5 | 9 | 14 | -8 | 0
CC(C)c1ccc(O)c(NC(=S)NC(=O)CCc2ccccc2)c1 | -2.6 | -11 | 1 | 8 | 3 | 1 | -6 | 6 | 1
Fc1ccc(CSc2ncnc3nc[nH]c23)cc1 | -1.1 | 11 | 6 | 3 | 10 | 3 | -15 | -6 | 5
CCOc1ccc(S(=O)(=O)N2CCN=C2Cc2ccccc2)cc1C | -0.6 | 24 | 3 | 4 | -3 | 14 | 4 | -9 | -5
C=C(C)C1CC=C(C)/C(=N/NC(=O)COc2ccccc2C)C1 (configuration not stated) | 0.6 | -60 | 0 | 10 | 4 | 4 | -8 | -5 | -3
COc1cc(C(=O)Nc2ccc(Cl)c(C(F)(F)F)c2)cc(OC)c1OC | 6.4 | -39 | 12 | -16 | -11 | 17 | -5 | -15 | -3
O=C(CCS(=O)(=O)c1ccccc1)Nc1nc2cc3c(cc2s1)OCO3 | -0.6 | -5 | 1 | 10 | -16 | 5 | 11 | -1 | -1
COCOCCn1cc(CN2CCS(=O)(=O)N(Cc3ccc(-c4ccccc4)cc3)C(C(C)C)C2=O)nn1 (configuration not stated) | 0.4 | -8 | 3 | 4 | 6 | -1 | 2 | -1 | 0
CN(Cc1ccc(Cl)c(Cl)c1)C(=O)c1[nH]c(C(F)(F)F)nc1-c1ccccc1 | . | . | 15 | -2 | 0 | 0 | -4 | -13 | 2
O=C1CN(C(=O)CSc2nnc3ccccn23)c2ccccc2N1 | -0.8 | -20 | 1 | 8 | 2 | 0 | -2 | -3 | -1
COc1ccc(C2N(c3ccccc3)C(=S)N3CCCN23)cc1 (configuration not stated) | -1.2 | 13 | 0 | -22 | -27 | 8 | 16 | -11 | -6
Cc1oc2c(CN3CCC(C)CC3)c(O)ccc2c(=O)c1-c1ccccc1 | -2.2 | 2 | 0 | 1 | -5 | 11 | 13 | 0 | -5
O=[N+]([O-])c1ccc(N2CCN(c3ccc(O)cc3)CC2)cn1 | -2.1 | -12 | 3 | 15 | -9 | 4 | 5 | 0 | -3
O=C(Nc1ccc2c(c1)OCCO2)N1CCN(c2ccc(F)cc2)CC1 | -0.1 | 15 | 8 | -5 | -5 | 3 | 3 | -9 | 10
NS(=O)(=O)c1ccc(NC(=S)Nc2ccc(OCc3ccccc3)cc2)cc1 | -2.5 | 12 | 0 | 4 | 0 | 1 | -2 | 1 | 2
OCCOCCNc1ncnc2c1cnn2-c1ccc(Cl)cc1 | 0.6 | -37 | 4 | -3 | -5 | -5 | 8 | -3 | 1
Cc1ccc(S(=O)(=O)N2CCN(C(=O)CCN3C(=O)c4ccccc4C3=O)CC2)cc1C | 0.6 | 8 | 2 | -2 | -3 | 4 | -1 | -1 | -6
CN1CCN(c2nc3c(c(=O)[nH]c(=O)n3C)n2CCCSc2ncccn2)CC1 | -0.9 | -3 | 1 | -5 | 4 | -2 | -11 | -1 | -4
Cc1cccc(OCC(=O)OCC(=O)Nc2ccc(Cl)cn2)c1 | -0.8 | 11 | 3 | 8 | 8 | 0 | -16 | 5 | 3

Rewritten tab-delimited: entries from further up.
SMILES	CRFR2-BP ag	CRFR2-BP antag	CHRM4 agonist	M1 PAM	CHRM4 PAM	M5 antag	CHRM4 antagonist	CHRM5 PAM	CHRM5 agonist
CN(Cc1ccc(Cl)c(Cl)c1)C(=O)c1[nH]c(C(F)(F)F)nc1-c1ccccc1	.	.	15	-2	0	0	-4	-13	2
O=C1CN(C(=O)CSc2nnc3ccccn23)c2ccccc2N1	-0.8	-20	1	8	2	0	-2	-3	-1
COc1ccc(C2N(c3ccccc3)C(=S)N3CCCN23)cc1 (configuration not stated)	-1.2	13	0	-22	-27	8	16	-11	-6
Cc1oc2c(CN3CCC(C)CC3)c(O)ccc2c(=O)c1-c1ccccc1	-2.2	2	0	1	-5	11	13	0	-5
O=[N+]([O-])c1ccc(N2CCN(c3ccc(O)cc3)CC2)cn1	-2.1	-12	3	15	-9	4	5	0	-3
O=C(Nc1ccc2c(c1)OCCO2)N1CCN(c2ccc(F)cc2)CC1	-0.1	15	8	-5	-5	3	3	-9	10
NS(=O)(=O)c1ccc(NC(=S)Nc2ccc(OCc3ccccc3)cc2)cc1	-2.5	12	0	4	0	1	-2	1	2

Following part
SMILES | CRFR2-BP ag | CRFR2-BP antag | CHRM4 agonist | M1 PAM | CHRM4 PAM | M5 antag | CHRM4 antagonist | CHRM5 PAM | CHRM5 agonist
O=c1[nH]c(CN2CCN(c3ccccc3O)CC2)nc2ccccc12 | -0.9 | 16 | 1 | 5 | -1 | 0 | -6 | -5 | 1
CC(=O)Nc1nnc(SCC(=O)c2ccc3c(c2)Cc2ccccc2-3)s1 | 0.1 | -12 | 2 | 0 | 3 | -1 | 3 | -4 | -1
Cc1cc(Cl)nc(-n2nc(C)cc2C)n1 | -0.6 | -6 | 1 | 11 | 2 | -7 | -1 | 7 | 1
CCOC(=O)C1CCN(C(=O)c2ccc(S(=O)(=O)Nc3ccccc3OC)cc2)CC1 | -1.0 | -9 | 10 | -7 | 0 | 10 | -4 | -6 | 7
CC(C)CC(N)c1csc(Nc2ccc(C(=O)NCCO)cc2)n1 (configuration not stated) | . | . | 0 | 1 | 1 | -7 | -13 | 5 | 1
CN(C)CCNc1ncnc2c1ncn2[C@H]1CN(Cc2cccs2)C[C@@H](CO)O1 | . | . | 0 | 8 | 0 | -14 | -2 | 5 | 1
